KDM5B inh = Primary screen for KDM5B Histone Demethylases FDH-coupled qHTS; Lysine-specific demethylase 5B (Homo sapiens), Q9UGL1; KDM5B demethylase, FDH-coupled NADH fluorescence (FDH is formaldehyde dehydrogenase); Potency, µM (titrated, usually from 57.7 µM), without a hit: at the highest dose activity change, negative = inhibition, actives largely listed as inhibitors; 220,000 tested, 2.6% active; active means well fitted inhibition curve with a large enough effect; inconclusive means small, poorly fitted or top-dose-only effect; inactive means no such curve, though single readings can be large or run the other way; further: 0% is about no effect; nearly all actives have a fitted effect of over 70% in size
Target sequence (Q9UGL1 whole entry, looked up): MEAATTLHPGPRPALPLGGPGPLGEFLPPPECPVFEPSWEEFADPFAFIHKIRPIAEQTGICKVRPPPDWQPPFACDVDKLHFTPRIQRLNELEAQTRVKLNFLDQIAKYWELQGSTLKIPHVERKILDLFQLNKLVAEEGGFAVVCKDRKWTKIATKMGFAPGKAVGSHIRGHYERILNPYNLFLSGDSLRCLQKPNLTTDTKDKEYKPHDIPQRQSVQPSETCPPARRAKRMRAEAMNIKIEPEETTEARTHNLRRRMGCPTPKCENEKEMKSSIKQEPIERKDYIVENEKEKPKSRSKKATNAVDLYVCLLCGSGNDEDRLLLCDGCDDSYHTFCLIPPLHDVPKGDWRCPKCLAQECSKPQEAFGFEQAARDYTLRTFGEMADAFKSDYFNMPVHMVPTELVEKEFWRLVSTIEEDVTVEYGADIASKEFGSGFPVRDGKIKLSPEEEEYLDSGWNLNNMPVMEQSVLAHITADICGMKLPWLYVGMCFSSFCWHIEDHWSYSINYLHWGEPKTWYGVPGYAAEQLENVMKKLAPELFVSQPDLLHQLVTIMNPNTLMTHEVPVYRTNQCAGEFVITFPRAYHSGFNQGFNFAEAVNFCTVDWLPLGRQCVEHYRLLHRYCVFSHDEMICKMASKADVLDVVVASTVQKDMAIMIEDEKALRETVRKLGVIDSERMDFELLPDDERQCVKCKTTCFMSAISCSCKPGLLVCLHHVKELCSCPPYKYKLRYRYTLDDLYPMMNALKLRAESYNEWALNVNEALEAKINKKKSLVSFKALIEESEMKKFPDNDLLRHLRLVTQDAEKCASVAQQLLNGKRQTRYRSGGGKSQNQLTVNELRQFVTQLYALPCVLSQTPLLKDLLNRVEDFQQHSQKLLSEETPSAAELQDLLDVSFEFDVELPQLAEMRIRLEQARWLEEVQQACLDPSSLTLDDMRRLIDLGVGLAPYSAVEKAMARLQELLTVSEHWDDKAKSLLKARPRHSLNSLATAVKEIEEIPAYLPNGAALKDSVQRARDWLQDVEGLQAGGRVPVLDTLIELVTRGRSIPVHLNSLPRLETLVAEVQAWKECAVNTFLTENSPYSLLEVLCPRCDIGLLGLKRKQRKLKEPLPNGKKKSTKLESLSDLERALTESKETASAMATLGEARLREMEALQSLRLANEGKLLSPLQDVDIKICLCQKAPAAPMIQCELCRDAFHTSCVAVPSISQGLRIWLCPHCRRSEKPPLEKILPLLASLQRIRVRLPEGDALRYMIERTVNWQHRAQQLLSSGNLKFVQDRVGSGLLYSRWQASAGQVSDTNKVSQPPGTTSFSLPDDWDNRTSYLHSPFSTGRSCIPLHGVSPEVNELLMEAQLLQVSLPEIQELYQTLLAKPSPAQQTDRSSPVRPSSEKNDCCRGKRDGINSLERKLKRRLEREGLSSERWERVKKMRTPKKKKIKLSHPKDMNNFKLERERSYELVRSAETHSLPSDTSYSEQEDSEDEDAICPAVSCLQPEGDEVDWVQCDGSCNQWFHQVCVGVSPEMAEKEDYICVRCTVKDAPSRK
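Coupled FDH/NAD⁺ fluorescence readout. KDM5BΔAP 200 nM final; compound titration, 10 min RT preincubation; substrate mix 12.5 µM H3K4me3, 25 µM 2-OG, 50 µM Fe(II), 100 µM ascorbate, 0.25 mM NAD⁺, 0.25 U/mL FDH; ΔRFU over 30 min.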
Numbers without * were called inactive; ? = inconclusive; & = joins results of further samples; [ ] = dose if it differs, or a comment. Potency means the concentration at half of the fitted maximal effect.

KDM5B inh	SMILES
-14%	Cc1ccc(N(CC(=O)Nc2cc(C)cc(C)c2)S(=O)(=O)c2cccc3nonc23)cc1
20%	COc1cccc(CC(=O)N2CCC3(CC2)CC(OC)CCO3)c1 (stereo unspecified)
3%	CCCCCC1=CCC/C1=N\NC(=O)c1ccco1
-23%	CCOc1ccc(NC(=O)Cn2c(-c3cnccn3)nc(C)c(CCO)c2=O)cc1
?	COc1ccc(OC)c(C2C(C(=O)c3ccco3)=C(O)C(=O)N2CC2CCCO2)c1 (stereo unspecified)
-12%	CC(C)(c1nc(-c2cccnn2)no1)n1cccc1
18%	Cc1cc(C)cc(NC(=S)N2CCC(NC(=O)C3CCCCC3)CC2)c1
5%	O=C(CCN1C(=O)/C(=C/c2cccs2)SC1=S)Nc1ccccc1O
?	Cn1c(=O)c2[nH]c(N=NNc3ccccc3F)nc2n(C)c1=O
?	CN(Cc1ccc(Br)cc1)CC(O)COc1cccc(Br)c1 (stereo unspecified)
17%	COc1ccc(CCC(=O)NCCC2CCN(C(=O)Nc3cc(F)ccc3F)CC2)cc1
-14%	CCN1CCN(C(c2ccc(C)cc2)c2sc3nc(-c4ccco4)nn3c2O)CC1 (stereo unspecified)
?	O=S(=O)(NC[C@H]1O[C@@H](CO)[C@@H](O)[C@H]1N1CCN(c2ccccn2)CC1)c1ccccc1
?	CN(Cc1nc2ccsc2c(=O)[nH]1)C(=O)C1NCCc2[nH]cnc21 (stereo unspecified)
1%	COc1cccc(C(=O)NCCC2CCN(C(=O)Nc3ccc(C)c(F)c3)CC2)c1
-25%[86.2 µM]	COc1cc(C)c2c(c1C)C[C@H](C(C)C(=O)N1CCSCC1)CC2 (stereo partly specified)
-11%	CCC(C)NC(=S)Nc1cccc(C)c1 (stereo unspecified)
4%	Cc1ccc(NC(=O)CN2C=NS(=O)(=O)c3ccccc32)c(C)c1
-11%	COc1ccc(Br)cc1CNC(=O)CSc1cc(=O)n(C)c2ccccc12
0%	CC(C)Cn1nnnc1SCC(=O)N(Cc1cccs1)c1ccc2c(c1)OCCO2
-21%	Cc1cc(=O)n(Cc2ccc(Cl)cc2)c2c1c(C)nn2-c1ccccc1
6%	CC1=C[C@@H](CNC(=O)c2ccc(F)cc2)[C@H](C(C)C)C[C@H]1Cc1nnc(-c2ccncc2)o1
0%	CC(=O)c1cnn(-c2cc(Nc3cccc(Cl)c3)nc(C)n2)c1C
13%	CC(=O)c1ccc(NC(=O)CC2C=CCC2)cc1 (stereo unspecified)
-11%	CCC(C)NC(=O)c1cc2cccc(OC)c2oc1=O (stereo unspecified)
-10%	CCOC(=O)c1c(C)oc2nc(C)nc(NCc3ccc(F)cc3)c12
87%[activator]	COc1ccc2c(C)c(CC(=O)NCc3ccccc3OC)c(=O)oc2c1
11%	O=S(=O)(Nc1nc2ccccc2nc1Nc1ccc2c(c1)OCCO2)c1ccc(Cl)cc1
15%	CCCc1nc(SCC(=O)Nc2nnc(CC)s2)c2c(=O)n(C)c(=O)n(C)c2n1
17%	O=C(Nc1ccnn1C1CCN(C(=O)c2ccc(Cl)cc2)CC1)C1CC1
?	O=c1nc2n(-c3cccc(Cl)c3)c3cccc(Cl)c3cc-2c(=O)[nH]1
?	O=C(Nc1ccc(Cl)cc1)C1CC(=O)N(c2n[nH]c3cccc(F)c23)C1 (stereo unspecified)
11%	Cc1cc(Nc2cc(F)ccc2F)n2nc(-c3ccco3)nc2n1
34%&28%[activator][115 µM]	O=C1NC(=NC2CCCCC2)C2(CCN([S+](=O)([O-])c3ccccc3)CC2)N1c1cccnc1
?	CCN(c1ccc(-c2csc(-c3cccs3)n2)cc1)S(C)(=O)=O
32%[activator]	CCOc1ccc(NC(=O)Cn2c(=O)n(-c3ccccc3)c(=O)c3c2cc(C)n3C)cc1
-4%[115 µM]	O=C(c1ccncc1)N1CCCC2(COc3ccccc3[S+](=O)([O-])N2)C1 (stereo unspecified)
-9%	COc1ccc(C2Cn3cnc(C(=O)N4CCC(C(=O)Nc5ccc(F)cc5C)CC4)c3CO2)cc1 (stereo unspecified)
4%[86.2 µM]	COCCNC(=O)CC[C@]12CC[C@](C)(O)C[C@H]1C(C)(C)C[C@@H]2NC(=O)c1ccco1
13%	CCCOc1ccc(NC(=O)c2ccc(Cl)cc2)c2cccnc12
-6%	CC(C(=O)N(C)C1(C#N)CCCCC1)N(C)CC(=O)Nc1cccc(F)c1 (stereo unspecified)
19%	Cc1ccc(C(=O)C(C)C(=O)c2ccc(C)cc2)cc1
?	CN1C[C@H](O)C[C@H]1c1nnc2n1CCN(C(=O)C1CCCC1)CC2
-11%	Cc1ccccc1-n1c(SCC(=O)Nc2ccc(Cl)cc2Cl)nc(O)cc1=O
-7%	c1ccc(-c2cnc(CSc3nnc(NC4CC4)s3)o2)cc1

Given with each value named: entries from further up
SMILES: O=C(Nc1ccnn1C1CCN(C(=O)c2ccc(Cl)cc2)CC1)C1CC1
  KDM5B inh = 17%

SMILES: CN1C[C@H](O)C[C@H]1c1nnc2n1CCN(C(=O)C1CCCC1)CC2
  KDM5B inh = ?

SMILES: COc1ccc2c(C)c(CC(=O)NCc3ccccc3OC)c(=O)oc2c1
  KDM5B inh = 87%[activator]

SMILES: COc1cccc(CC(=O)N2CCC3(CC2)CC(OC)CCO3)c1 (stereo unspecified)
  KDM5B inh = 20%

(next part)
KDM5B inh	SMILES
12%	CCOc1cc(/C=C(/C#N)c2ccc(F)cc2)cc(Cl)c1OCc1ccccc1C#N
8%	COCCCNC(=O)CCc1ncc(-c2ccccc2F)o1
-24%	CC1=C(C(=O)Nc2ccccc2Br)C2(CCC(C)CC2)OC1=O (stereo unspecified)
20%	COc1cc(C(=O)Nc2ncccc2C)cc(Cl)c1OC
7%	Cc1cc(OC(=O)c2ccc(CSc3ccc(Cl)cc3)cc2)ccc1C(C)C
-1%	Cc1nc2c(c(-c3ccc(O)cc3)n1)CN(Cc1ccsc1)CCC2
-11%	NNC(=O)CSc1nc(-c2ccccc2)cn1-c1ccccc1
-16%	CC(=O)c1ccc(NC(=O)O[C@@H]2CO[C@H]3[C@@H]2OC[C@@H]3n2nnnc2-c2ccccc2)cc1
14%	Cc1cc(C)cc(NS(=O)(=O)c2c(C)[nH]c(C)c2C(=O)N2CCCC2)c1
-14%[115 µM]	O=C(NC[C@H]1Cn2ccnc2CO1)C1CCCC1
-15%[86.2 µM]	COCCn1c2c(c(=O)n1-c1ccccc1)CCN(C(=O)c1cccc(O)c1)C2
45µM*	Cc1ccccc1-c1[nH]nc2ncc(-c3cccnc3)nc12
?	CCOc1ccc(CCNC(=O)c2ccc3c(c2)c(C)c(C)n3C)cc1
-4%	COc1ccc(C)cc1-n1c(SCC(=O)Nc2ccc3c(c2)OCO3)nc2ccccc2c1=O
28µM*	COCc1nnc2n1CCC(NC(=O)c1ccc3cc[nH]c3c1)CC2 (stereo unspecified)
-6%	COCC[C@]1(O)CCN(C(=O)c2ccccc2Cl)C[C@H]1C
?	c1ccc2oc(CN3Cc4[nH]cnc4C[C@H]3c3nc(-c4cnccn4)no3)cc2c1
?	CCC(C(=O)Nc1cc(OC)ccc1OC)n1c(C)c2cnn(-c3ccccc3)c(=O)c2c1C (stereo unspecified)
-8%	Cn1ccc2cc(S(=O)(=O)N3CCCC(C(=O)NCc4ccccc4)C3)ccc21 (stereo unspecified)
28µM*	O=C(c1cncs1)N1CCc2c(cc(-c3cccc(F)c3)c(=O)n2CCN2CCCCC2)C1
-10%[115 µM]	O=C1NC2(CCCN(C(=O)c3ccc(Cl)cc3)C2)Oc2ccccc21 (stereo unspecified)
28%[86.2 µM]	O=C(NC[C@H]1O[C@@H]2C[C@@H](CC(=O)N3CCOCC3)O[C@@H]2[C@@H]1O)NC1CCC1
?	C[C@H]1[C@@H]2[C@@H](O)C([C@H](C)C(=O)NCc3cccnc3)CC[C@@]2(C)CC[C@@H]1NC(=O)c1ccc(C#N)cc1 (stereo partly specified)
?	Cc1ccc2nc(-c3ccccn3)cc(C(=O)O)c2c1
8%	N#CC1=C(N)OC2=C(C(=O)CCC2)C1c1ccc(C(F)(F)F)cc1 (stereo unspecified)
1%	O=C(Nc1cccc(-c2nc3ncccc3o2)c1)c1cc2ccccc2o1
?	Cc1ccc(-c2ccccc2N)cc1
7%	Cc1ccc(Cn2nc3n(c2=O)CCN(Cc2cc(C)ccc2C)C3=O)cc1
18%	CCCNC(=O)C(NC(=O)c1cccc(OC)c1)C1CCN(C(=O)c2cccc(F)c2)CC1 (stereo unspecified)
4%	COC(=O)C1=C(C)N(Cc2ccccc2F)C(=O)CC1c1ccc(F)cc1F (stereo unspecified)
-2%	O=C1NC(C(=O)NCCCc2ccccc2)Cn2cccc21 (stereo unspecified)
-3%	CC(C)CC1=NN(C(=O)c2ccncc2)C(O)(C(F)(F)F)C1 (stereo unspecified)
-1%	COc1ccc(C2=NOC(C(=O)Nc3ccc4c(c3)OCO4)C2)cc1 (stereo unspecified)
8%	O=C(CN1C(=O)c2ccccc2Sc2ccc(C(=O)N3CCOCC3)cc21)Nc1ccc(Cl)cc1F
1%	Cc1cccc(N2CCN(c3ncnc4onc(C)c34)CC2)c1C
5%	CC(C)Oc1ccc(C(=O)N2CCN(Cc3nc(N)c4ccccc4n3)CC2)cc1
-7%	CCOC(=O)c1c(NC(=O)C(C)Oc2ccc(Cl)c(C)c2)sc2c1CCCC2 (stereo unspecified)
11%	CCn1c(CN2CCN(c3nc(C)cnc3C)CC2)nnc1C1CC(N)C1 (stereo unspecified)
7%	CC(C)(C)C(=O)Nc1nc2nc(-c3ccccc3)cc(=O)n2[nH]1
-10%	CC(=O)N(C1CC1)C1CCOC2(CCN(C(=O)NCc3ccccc3)CC2)C1 (stereo unspecified)
?	CCN1CCN(CCCNC(=O)c2cnn(-c3ccccc3Cl)c2C2CCN(C(=O)OC(C)(C)C)CC2)CC1
12%	c1ccc(CCN2CCC(NC3CCCC3)CC2)cc1
?	CSc1ccc(/C=C/C(=O)OCC(=O)NC2CCS(=O)(=O)C2)cc1 (stereo unspecified)
10%	CSc1nn2c(C(F)(F)F)cc(C(F)(F)F)nc2c1C(=O)O
7%	CCc1ccccc1NC(=O)C1CCN(C(=O)N2CC(C)Oc3ccc(Cl)cc32)CC1 (stereo unspecified)
4%	O=C(Nc1ccccc1)C(Sc1cccc[n+]1[O-])c1ccccc1 (stereo unspecified)
?	CN(CC(=O)Nc1cccc(Cl)c1)S(=O)(=O)c1ccc2[nH]c3c(c2c1)CCCC3
?	COC(=O)c1ccncc1C(=O)Nc1ccc(Oc2ncc(C(F)(F)F)cc2Cl)cc1
12%	CCOCCCNCc1c(OCC)ccc2ccccc12
-42%[86.2 µM]	N#Cc1ccc(CNC(=O)[C@@H]2Cc3nc[nH]c3CN2C(=O)NC2CCCCC2)cc1
?	Cc1cc(C)cc(Nc2ncnc3c2nc2n3CCCC2)c1
?	O=C(Cn1c(=O)n(Cc2ccc(C(=O)NCc3ccccc3Cl)cc2)c(=O)c2ccccc21)Nc1ccc(F)cc1
-25%	COC(=O)c1cccc(NC(=S)N[C@H]2CO[C@H]3[C@@H]2OC[C@@H]3n2cc(-c3ccccc3)nn2)c1
27%	O=C(c1ccccc1F)N1CCC2(CC1)SCC(=O)N2c1ccc(Cl)cc1
-17%	Cc1ccc(NC(=O)c2ccc3oc(=O)c(S(=O)(=O)c4ccccc4)cc3c2)cc1C
-26%	CCCS(=O)(=O)NCCc1sc2nc(-c3ccc(Cl)cc3)nn2c1C
2%	Cc1cc(C)n(-c2ncnc3scc(-c4ccc(Cl)cc4)c23)n1
-15%	O=C(Cc1n[nH]c(=O)c2ccccc12)N1CCCC1
20%	CCONC(=O)c1ccc2c(c1)NC(=O)C(C)S2 (stereo unspecified)
-2%[86.2 µM]	O[C@H]1[C@H](NCc2ccc(OC(F)(F)F)cc2)[C@@H](c2cncnc2)C[C@H]1O

Sorted by number of heavy atoms (falling): seven of the compounds above
KDM5B inh	SMILES
-9%	COc1ccc(C2Cn3cnc(C(=O)N4CCC(C(=O)Nc5ccc(F)cc5C)CC4)c3CO2)cc1 (stereo unspecified)
?	CCC(C(=O)Nc1cc(OC)ccc1OC)n1c(C)c2cnn(-c3ccccc3)c(=O)c2c1C (stereo unspecified)
11%	O=S(=O)(Nc1nc2ccccc2nc1Nc1ccc2c(c1)OCCO2)c1ccc(Cl)cc1
-11%	Cc1ccccc1-n1c(SCC(=O)Nc2ccc(Cl)cc2Cl)nc(O)cc1=O
-10%	CCOC(=O)c1c(C)oc2nc(C)nc(NCc3ccc(F)cc3)c12
-11%	NNC(=O)CSc1nc(-c2ccccc2)cn1-c1ccccc1
-12%	CC(C)(c1nc(-c2cccnn2)no1)n1cccc1

(continued)
KDM5B inh	SMILES
12%	CCn1cc(C#N)c(=O)n(Cc2nnc(-c3ccccc3)o2)c1=O
-10%	COc1cccc(Cc2nc3ccccc3nc2SCC(=O)Nc2cccc(OC)c2)c1
17%	O=C1CC(c2ccccc2)N(C(=O)CNC(=O)c2[nH]nc3c2CCc2ccccc2-3)CCCCCN1 (stereo unspecified)
20%	CCCCn1nc(C(=O)Nc2nnc(Cc3ccccc3)s2)c2ccccc2c1=O
-5%	Cc1csc(NC(=O)[C@@H]2C[C@@H](c3ccc(F)cc3)N([S+](=O)([O-])c3cccnc3)C2)n1
12%	Nc1nccnc1C(=O)Nc1ccc(Nc2ccccc2)cc1
?	O=C1COCC2(CN(c3ccc(C(F)(F)F)cn3)C2)CN1c1ccccc1F
?	Cc1cc(C)c(CNC(=O)c2cc(-c3cccnc3)cc3c2OCCN3C(C)C)c(=O)[nH]1
-9%	CCOC(=O)c1ccc(NC(=O)CCC(=O)N2CCSc3ccccc32)cc1

Only part of the results is shown (hit frequency here may not be typical).
